# S3 lipid droplet: qHTS Assay for Lipid Storage Modulators in Drosophila S3 Cells. Drosophila S3 cells, BODIPY lipid droplet fluorescence, 18-24 h; cells fed with added oleic acid. actives 0.64% (n = 320,000). lipid storage change, negative = inhibition, % at the top dose, mostly 46.1 µM; hits show Potency in µM. AID 2685; active = well fitted inhibition curve with a large enough effect in the signal ratio, with a control signal flat, not every such curve was filed as active; inconclusive = small, poorly fitted or top-dose-only effect, or effect the other way, or a change in a side signal; the % refers to the signal ratio
#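 Laser-scanning cytometry quantifies lipid droplet accumulation (500–530 nm total intensity; droplet/cell object ratio) in oleic acid-fed (400 uM added) Drosophila S3 cells treated with a concentration series. 20 uM Triacsin C defined 100% inhibition.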
# S3 lipid droplet cell count max: also measured in S3 lipid droplet; calls as there; cell number change, %; measured here: cell count max response;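 cells counted by Cell Tracker Red CMTPX staining in the red channel; peak over a dose series mostly up to 46.1 µM; percent activity relative to internal control wells on each plate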
# The depositor's hits bear a star; i = inactive; ? = inconclusive; · = no result given. % is scaled to controls: 0 for no effect and ±100 for the full control effect; potency is read from the fitted curve at half-maximal effect. A portion of the library, so the mix of outcomes need not match the whole.
SMILES,S3 lipid droplet,S3 lipid droplet cell count max
COc1ccc(CC(=O)NC(=S)NNC(=O)COc2c(C)cccc2C)cc1,-0.4%,0.9
COc1ccc(CN2CCNC(=O)C2CC(=O)N2CCc3ccccc3C2)c(OC)c1 (stereo not given),-4.7%,-15.2
S=C(NCc1ccc(Cl)cc1)NCc1ccco1,?,·
Fc1cccc(Nc2nc3ccccc3n3cnnc23)c1,0.6%,8.2
CC(C)N(Cc1ccc(F)cc1)C(=O)c1cc2ccccc2oc1=O,-26.8%,-28.6
COC(=O)c1ccccc1NC(=O)c1ccccc1SC,0.3%,-17.4
Cc1cc(C)cc(NC(=O)CSc2nnc(CNC(=O)c3ccco3)n2C)c1,?,·
O=C1NC(c2ccccc2)=NC1(NS(=O)(=O)c1ccc(Cl)cc1)C(F)(F)F (stereo not given),?,·
COc1cccc(CN(C)C(=S)Nc2ccc(C)c(C)c2)c1,-3.3%,-2.2
COc1ccc([C@H]2C=C3CN(C(=O)OC(C)(C)C)S(=O)(=O)[C@H]3C[C@H]2OC(=O)c2ccc(C(F)(F)F)cc2)cc1,10.2%,2.3
COc1ccc(N2C(=O)N(Cc3ccccc3F)c3ccccc3S2(=O)=O)cc1,-3.6%,18.7
Cc1ccc(C(=O)NC(C)c2ccc3c(c2)OCO3)s1 (stereo not given),?,·
O=C1c2cc([N+](=O)[O-])cc3cc([N+](=O)[O-])cc(c23)C(=O)N1c1ccccn1,?,·
Cc1cccc(C)c1Nc1c(-c2ccsc2)nc2ncccn12,11.5%,9.3
CC(C)(C)C(=O)NNC(=O)C1CC1(c1ccccc1)c1ccccc1 (stereo not given),?,·
CCC(=O)NCCSc1c[nH]c2ccccc12,5.9%,11.8
Cc1ccccc1Nc1nc(N)nc(COC(=O)C(NC(=O)c2ccco2)C(C)C)n1 (stereo not given),10.9%,-12.5
CCc1ccc(N2CC(C(=O)OCC(=O)NNC(=O)c3ccccc3)CC2=O)cc1 (stereo not given),?,·
Cn1c2c(c(=O)n3ncnc13)CCCC2,?,·
CC(C)c1nc(CNC(=O)C2CCC(=O)N(Cc3ccc(Cl)cc3)C2)no1 (stereo not given),i,-13.0
NC(=O)c1nsc(C(=O)N(CC(=O)NC2CCCCC2)c2cccc(F)c2)c1N,?,·
CCOC(=O)c1ccc(NS(=O)(=O)c2cnc[nH]2)cc1,23.8%,5.2
O=C(CCC(=O)N(CC(=O)NC1CCCC1)Cc1ccc2c(c1)OCO2)Nc1ccccn1,?,·
CCCc1cc(NCCCn2ccnc2)n2nc(C)c(-c3ccccc3)c2n1,?,·
CC1(OC(=O)C2CCCC2)C(=O)C=C2C=C(c3ccsc3)N(Cc3ccc4c(c3)OCO4)C=C2C1=O (stereo not given),?,·
COc1ccc2c(c1OC)C(=O)N(c1ccc(C)cc1)C2=O,?,·
COC(=O)c1cc(S(=O)(=O)NCc2cc(OC)c(OC)c(OC)c2)cn1C,i,-4.3
O=C(NCc1n[nH]c(=S)n1-c1ccccc1)c1ccc(S(=O)(=O)N2CCCCC2)cc1,-0.1%,·
CC(=O)CCN1CCOCC1,?,·
COc1ccc(-n2c(C)cc(C(=O)COC(=O)c3cc(NC(=O)c4cccs4)c(OC)c(OC)c3)c2C)cc1,8.8%,7.1
Cc1cc(C)c2c(=O)n(CC(=O)Nc3cccc(Cl)c3C)sc2n1,?,·
CCOc1ccc(C2CC(=O)NC3=C2C(=O)CCC3)cc1 (stereo not given),?,·
COc1ccc(-n2c(SCC(=O)Nc3nccs3)nc3sc4c(c3c2=O)CCN(C)C4)cc1,7.0%,-3.4
Cc1ccc(-n2nnnc2CN2CCCCC2)cc1,?,·
C#CCSc1n[nH]c(-c2ccco2)n1,?,·
CN(C(=O)COC(=O)c1ccc(=O)n(Cc2ccccc2)n1)c1ccccc1,?,·
COc1cc(C(=O)NCC2CCCN2S(=O)(=O)c2cccs2)cc(OC)c1OC (stereo not given),?,·
Cn1c(Cc2cccs2)nnc1SCC(=O)Nc1ccccc1F,?,·
O=C1CCCC2=C1C(c1ccco1)Nc1ccc3ccccc3c12 (stereo not given),?,·
Cn1c(SCC(=O)N2CCN(C(=O)c3ccco3)CC2)nnc1-c1ccc(NS(C)(=O)=O)cc1,13.3%,5.9
O=c1[nH]c2cc3c(cc2cc1CN(CCc1ccccc1)Cc1nnnn1C1CCCC1)OCCO3,?,·
CC(=O)c1cccc(NC(=S)Nc2ccc(F)cc2)c1,?,·
C/C(=N\NC(=S)NCc1ccccc1)c1ccc(Br)cc1,?,·
COc1ccc(O)c(C2(O)C(=O)c3ccccc3C2=O)c1,?,·
COc1ccc2ccccc2c1/C=N/NC(=O)c1ccc([N+](=O)[O-])cc1,-10.6%,-15.8
Fc1cccc(Cc2noc(CN3CCCCC3CCc3ccccn3)n2)c1 (stereo not given),11.9%,-0.5
COc1ccccc1-c1nnc(NC(=O)C(C)SC2=NCCS2)s1 (stereo not given),-2.4%,16.8
O=C(COC(=O)c1ccc(S(=O)(=O)N2CCCC2)cc1)Nc1ccc(F)cc1F,?,·
COc1ccc(-c2nnc(COc3ccc4ccccc4c3)o2)cc1OC,?,·
COc1ccc(NS(=O)(=O)c2ccc(C)c(C(=O)N(C)CCc3ccc(OC)c(OC)c3)c2)cc1,?,·
COc1ccc(CC2(CO)CCN(CC3=Cc4cc(Cl)ccc4OC3)CC2)cc1,-21.9%,1.0
O=C(CCCc1ccccc1)c1ccccc1,?,·
CCc1c(O)nc(SCC(=O)Nc2ccccc2C)[nH]c1=O,-10.7%,6.3
O=C(CN1CCN(S(=O)(=O)c2ccc(F)cc2)CC1)NCC1(N2CCOCC2)CCCCC1,?,·
O=C(CCCCCCN1C(=O)c2ccccc2C1=O)NC1CCCCC1,2.8%,8.9
COc1ccc(OC)c(C2C(C(C)=O)=C(C)Nc3ncnn32)c1 (stereo not given),i,-7.9
COc1ccc(C)cc1S(=O)(=O)N1CCC(C(=O)N2CCOCC2)CC1,i,·
CCc1ccc(NC(=O)NCc2ccccn2)cc1,-15.5%,30.0
Cc1ccc(S(=O)(=O)NCCC(=O)N2CCN(S(=O)(=O)c3cccc(F)c3)CC2)cc1C,?,·
CC(C)(C)c1ccc(C(=O)NCCCNC(=O)c2cccnc2)cc1,?,·
# Carrying on.
SMILES,S3 lipid droplet,S3 lipid droplet cell count max
COc1ccc(NC(=O)N2CCN(C(=O)Nc3ccc(OC)cc3)CC2)cc1,2.4%,13.6
CNC(=S)N(CCc1c(C)[nH]c2ccc(C)cc12)Cc1cccnc1,?,·
CCCN(CCC)c1nc(Cl)nc(NCc2ccco2)n1,i,·
CCOC(=O)CCC(NC(=O)CCCCCCCC(=O)NC(CCC(=O)OCC)C(=O)OCC)C(=O)OCC (stereo not given),5.7%,1.2
O=C(CSC(=S)N1CCOCC1)Nc1ccc(S(=O)(=O)Nc2ncccn2)cc1,-7.2%,10.7
CCOC(=O)C(C)NC(=O)CCc1nnc2ccc(N3CCC(C)CC3)nn12 (stereo not given),5.5%,-1.5
CN(C)S(=O)(=O)c1cccc(NC(=O)CN2C(=O)C3C4C=CC(C4)C3C2=O)c1 (stereo not given),?,·
N#Cc1cn(CC(=O)O)c2ccccc12,?,·
COc1ccc(NC(=O)CCCCn2c(=O)[nH]c3ccccc3c2=O)cc1,-6.5%,-2.2
CCN(CC)CCCC(C)NC(=O)c1cc(=O)c2ccccc2o1 (stereo not given),?,·
CCN(C(=O)C1CSC2(C)CCC(=O)N12)c1nc2c(C)cccc2s1 (stereo not given),?,·
O=C(CSc1nc(O)c(C2CCCCC2)c(=O)[nH]1)Nc1ccc(F)cc1,i,·
COc1ccc(C(=O)Nc2ccc3ccccc3n2)c(OC)c1OC,-2.7%,-12.3
CC(=O)N=C1SC2CS(=O)(=O)CC2N1Cc1ccc(C)cc1 (stereo not given),0.6%,9.5
O=C(NNC(=S)Nc1ccccc1)c1ccncc1,14.2%,-18.0
COc1cccc(C(=O)CC(C(=O)O)c2ccc(F)cc2)c1 (stereo not given),?,·
COc1cc2cc(C)c3nnc(SCC(=O)Nc4cc(C)on4)n3c2cc1OC,0.4%,21.4
Cc1noc(/C=C/c2cccs2)c1S(=O)(=O)N1CCC(C(=O)NCCCN2CCC(C)CC2)CC1,?,·
CCOC(=O)NC(=O)c1cn(N(C)c2ncc(C(F)(F)F)cc2Cl)c(=O)[nH]c1=O,?,·
CCN(CC)S(=O)(=O)c1ccc(OC)c(NC(=O)c2cc(=O)[nH]c3ccccc23)c1,?,·
O=C(COC(=O)Cc1ccccc1F)Nc1cc(S(=O)(=O)N2CCOCC2)ccc1N1CCCC1,0.1%,0.2
COc1cccc(O)c1CN1CCC(C(=O)Nc2ccc(Oc3cccnc3)cc2)CC1,i,-17.6
Cc1nc(NCc2ccco2)nc2c1C(=O)CC(C)C2 (stereo not given),?,·
O=C(O)/C=C/C(=O)NCc1ccccn1,-9.6%,-7.3
COc1ccc2oc(C(=O)c3ccccc3)c(N)c2c1,?,·
Oc1c(C=Nc2ccc(Cl)cn2)sc2ccccc12,4.9%,-2.2
Cn1cccc1-c1nc2ccc(NC(=O)c3ccco3)cc2[nH]1,?,·
CSc1ccc(CCNC(=O)CN2C(=O)c3cccnc3Oc3ccc(C)cc32)cc1,i,·
COCCNC(=O)[C@H]1C[C@@H]1[C@H](NP(=O)(c1ccccc1)c1ccccc1)c1ccccc1,?,·
CN1CCN(NC(=O)/C=C/c2cccc(Cl)c2)CC1,?,·
CCN(CC(=O)Nc1cccc(S(=O)(=O)N2CCCCC2)c1)Cc1ccccc1,?,·
Cc1cc(NC(=O)c2ccccc2Oc2ccccc2)no1,?,·
COCCN1Cc2cccc(C(=O)NCc3ccc4c(c3)OCO4)c2C1=O,?,·
COCCCNC(=O)c1ccc(CS(=O)(=O)c2ccccc2C)o1,5.8%,-12.2
CCn1cc(/C=C/C(=O)Nc2ccn(Cc3c(F)c(F)cc(F)c3F)n2)cn1,?,·
Cc1ccccc1/C(N)=N/OC(=O)c1cccs1,18.8%,2.4
COc1ccc(-c2cc3ncc(C(C)=O)c(C)n3n2)cc1,5.9%,0.9
CO/N=C(/CNC(=O)c1ccc(F)cc1)c1ccc(Cl)cc1,-5.1%,8.2
CCOc1ccc(C(=O)NC(C(=O)N2CCC2)C(C)C)cc1 (stereo not given),?,·
CCCNC(=O)c1ccc(CNc2c(N3CCC(C(=O)OCC)CC3)c(=O)c2=O)cc1,?,·
Cc1ccc2c(CC(=O)Nc3sccc3C(N)=O)coc2c1,-5.3%,19.2
O=C(CNC(=O)[C@@H]1Cc2ccccc2CN1)Nc1ccc2c(c1)OCO2,?,·
COC(=O)Cc1c(O)ccn(C2CC2)c1=O,?,·
C#CCOCCOCCOCCNc1nc(N2CCN(C(=O)[C@H](CCC(=O)O)n3cc(C(N)Cc4ccc(O)cc4)nn3)CC2)nc(N2CCN(C(=O)[C@H](Cc3ccc(O)cc3)n3cc(C(N)[C@H](C)CC)nn3)CC2)n1 (stereo not given in full),9.4%,-2.5
N#CC1=C(SCC(=O)Nc2cccc3cccnc23)NC(=O)C(C#N)C12CCCCC2 (stereo not given),?,·
O=C(Nc1ncn[nH]1)c1ccc(Cl)c(S(=O)(=O)N2CCCCCC2)c1,?,·
CC(=O)Nc1nnc(SCC(=O)Nc2nc(C)cs2)s1,-6.3%,25.4
CCOc1ccc(S(=O)(=O)Nc2ccccc2C(=O)N/N=C/c2c(OC)ccc3ccccc23)cc1,11.3%,1.1
Cc1cc(NC(=O)CSc2nnc(-c3ccncc3)n2-c2ccc(F)cc2)no1,-11.1%,-35.5
CC1(C)CC(=O)/C(=N/Nc2ccc(Cl)cc2)CO1,-1.1%,22.8
CCOc1ccc(S(=O)(=O)/N=C(/c2ccccc2)N(C)C)cc1,?,·
COCCNC(=O)c1ccc2c(c1)ncn2-c1cccc(C)c1,?,·
O=C(/C=C/c1cccc2ccccc12)c1ccncc1,?,·
CCOc1ccc(NC(=O)CN2CCN(CC(=O)Nc3ccccc3OC)CC2)cc1,?,·
COc1cc(C2c3c(-c4ccccc4O)n[nH]c3C(=O)N2Cc2ccco2)cc(OC)c1OC (stereo not given),?,·

# Exported with values under each structure: part of the list above.
# Every second line gives: S3 lipid droplet | S3 lipid droplet cell count max
> O=C(CNC(=O)[C@@H]1Cc2ccccc2CN1)Nc1ccc2c(c1)OCO2
    ? | ·
> COC(=O)Cc1c(O)ccn(C2CC2)c1=O
    ? | ·
> C#CCOCCOCCOCCNc1nc(N2CCN(C(=O)[C@H](CCC(=O)O)n3cc(C(N)Cc4ccc(O)cc4)nn3)CC2)nc(N2CCN(C(=O)[C@H](Cc3ccc(O)cc3)n3cc(C(N)[C@H](C)CC)nn3)CC2)n1 (stereo not given in full)
    9.4% | -2.5
> N#CC1=C(SCC(=O)Nc2cccc3cccnc23)NC(=O)C(C#N)C12CCCCC2 (stereo not given)
    ? | ·
> O=C(Nc1ncn[nH]1)c1ccc(Cl)c(S(=O)(=O)N2CCCCCC2)c1
    ? | ·
> CC(=O)Nc1nnc(SCC(=O)Nc2nc(C)cs2)s1
    -6.3% | 25.4
> CCOc1ccc(S(=O)(=O)Nc2ccccc2C(=O)N/N=C/c2c(OC)ccc3ccccc23)cc1
    11.3% | 1.1
> Cc1cc(NC(=O)CSc2nnc(-c3ccncc3)n2-c2ccc(F)cc2)no1
    -11.1% | -35.5
> CC1(C)CC(=O)/C(=N/Nc2ccc(Cl)cc2)CO1
    -1.1% | 22.8
> CCOc1ccc(S(=O)(=O)/N=C(/c2ccccc2)N(C)C)cc1
    ? | ·
> COCCNC(=O)c1ccc2c(c1)ncn2-c1cccc(C)c1
    ? | ·
> O=C(/C=C/c1cccc2ccccc12)c1ccncc1
    ? | ·
> CCOc1ccc(NC(=O)CN2CCN(CC(=O)Nc3ccccc3OC)CC2)cc1
    ? | ·
> COc1cc(C2c3c(-c4ccccc4O)n[nH]c3C(=O)N2Cc2ccco2)cc(OC)c1OC (stereo not given)
    ? | ·

# Bioassay records deposited in PubChem by National Center for Advancing Translational Sciences (NCATS).
